# CHX counter – counter-screen hit for Shiga toxin inhibitors, cycloheximide | cell reporter, cycloheximide protein synthesis inhibition counterscreen | max response, % | actives 12% (n = 300,000); in the data active = max response mostly above about 13%, no sharp cut-off; inactive = mostly below about 14%; note: read at 38.3 µM for the half of the compounds with a filed dose; 0% is about no effect
# Pf growth 48h – inhibits P. falciparum growth in the first generation, 48 h; P. falciparum luciferase growth in erythrocytes, 48 h; Potency, µM (highest dose often 28.7 µM), for inactives: top-dose activity change, negative = inhibition, hits mostly inhibitors; actives 5.9% (n = 310,000); AID 504832; note: potency is the fitted concentration of half-maximal effect; % is set by controls: 0 for no effect and ±100 for the full control effect
#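 Luciferase-expressing parasites in RBCs, 2% Hct / 0.1% parasitemia final; RPMI 1640 + 0.5% Albumax; 37 C, 5% CO2, one generation; luminescence read-out, lower signal = inhibition.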
# FBPA Giardia inh – Giardia lamblia aldolase inhibition | AID 2451 | actives 0.71% (n = 290,000) | purified Giardia FBPA | A8B2U2 | Potency, µM (titrated, usually from 59.6 µM), for inactives: at the highest dose activity, negative = inhibition, most hits filed as inhibitors; note: potency is the fitted concentration of half-maximal effect; % is set by controls: 0 for no effect and ±100 for the full control effect; nearly all actives have a fitted effect of over 55% in size
# Target sequence (A8B2U2 whole entry, looked up): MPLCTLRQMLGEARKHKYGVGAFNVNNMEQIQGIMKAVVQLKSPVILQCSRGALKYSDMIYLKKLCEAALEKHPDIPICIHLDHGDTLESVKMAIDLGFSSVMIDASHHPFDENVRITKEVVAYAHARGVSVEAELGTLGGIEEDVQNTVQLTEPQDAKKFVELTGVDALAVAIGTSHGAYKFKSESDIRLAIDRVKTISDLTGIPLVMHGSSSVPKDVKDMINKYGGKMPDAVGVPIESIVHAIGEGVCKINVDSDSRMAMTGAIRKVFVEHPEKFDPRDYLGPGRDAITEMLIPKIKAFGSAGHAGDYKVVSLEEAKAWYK
#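 Giardia FBPA (40 nM reagent) was preincubated 10 min at RT with compound (up to 57.5 uM final), then substrate plus GAPDH/TPI/NAD/arsenate coupling system with diaphorase/resazurin was added; resorufin fluorescence (525/598 nm) was read after 20 min.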
# Shiga toxin inh – Shiga toxin inhibition. Vero cells, Shiga toxin protein synthesis inhibition reporter. inhibition, % at 38.7 µM. actives 9.2% (n = 290,000). AID 2315; in the data active = inhibition mostly above about 28%, no sharp cut-off; inactive = mostly below about 43%; note: 0% is about no effect
# Pf growth 96h – P. falciparum growth inhibition at 96 hours; AID 504834; P. falciparum luciferase reporter growth, 96 h; actives 6.9% (n = 320,000); Potency, µM (doses to about 28.7 µM), inactives show at the top dose activity change, negative = inhibition, actives largely listed as inhibitors; note: potency is the fitted concentration of half-maximal effect; % is set by controls: 0 for no effect and ±100 for the full control effect
#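 Delayed-death screen, second-generation endpoint: infected erythrocytes, 2% hematocrit, 0.05% parasitemia final; 96 hours at 37 C, 5% CO2; luciferase detection reagent; luminescence decrease equals reduced growth.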
# Sm TGR block – S. mansoni TGR enzyme inhibition; Q962Y6; actives 3% (n = 360,000); purified TGR, DTNB reduction, TNB absorbance 405 nm; Potency, µM (highest dose often 114 µM), without a hit: at the top dose activity change, negative = inhibition, usual class: inhibitors; note: potency is the fitted concentration of half-maximal effect; % is set by controls: 0 for no effect and ±100 for the full control effect; nearly all actives have a fitted effect of over 60% in size
#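 Kinetic colorimetric format: TGR-catalysed, NADPH-driven DTNB reduction monitored via TNB absorbance. Enzyme dispensed at 20 nM; compound exposure 15 min at room temperature before reaction start.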
# The depositor's hits bear a star; ? = inconclusive; / = no result given; & = joins results of further samples; [ ] = another dose, or the depositor's remark. Unless noted, calls come from the whole dose curve; as a rule, active = well fitted curve in the direction sought with a large enough effect; inconclusive = small, poorly fitted or top-dose-only effect, or another doubt; inactive = no such curve, though single readings can be large; an effect the other way counts as inactive or inconclusive.
SMILES,CHX counter,Pf growth 48h,FBPA Giardia inh,Shiga toxin inh,Pf growth 96h,Sm TGR block
CCN(CCNC(=O)CN1CCN(Cc2ccc(Cl)cc2)C1=O)c1ccccc1,-3,/,-5%,-2,?,-11%
Cc1ccc(N2CCN(C(=O)c3nn(C)c4c3CS(=O)(=O)c3ccccc3-4)CC2C)cc1 (stereo unspecified),5,2%,5%,11,-3%,6%&-2%
CCOc1ccc(-c2cccc(NS(=O)(=O)c3ccccc3[N+](=O)[O-])c2)nn1,/,-11%,/,/,?,-7%
O=C(NCCN=C1NS(=O)(=O)c2ccccc21)c1ccccc1,2,10%,2%,-5,?,5%
COc1cccc(/C=N/c2nc3ccccc3n2C)c1O,20*,60%[activator],-20%,33,18%,-3%
COc1ccc(CCNC2=C(Cl)C(=O)N(CCc3ccccc3)C2=O)cc1OC,12,/,-8%,7,?,-13%
Cc1nn(C(=O)c2cccc([N+](=O)[O-])c2)c(C)c1Sc1ccccc1,-3,4%,-1%,-14,11%,7%
CSCC(C)N1CCC(n2nccc2NC(=O)CCc2ccccc2)CC1 (stereo unspecified),1,14%,-4%,-10,-15%,4%
O=C(O)CCNS(=O)(=O)c1ccccc1C(F)(F)F,-3,-5%,6%,24,20%,5%
CCC(C)NC(=O)c1ccc2nc(Cc3ccc(OC)cc3)oc2c1 (stereo unspecified),7,?,11%,-25,-11%,-4%&-4%

# Three of these compounds in a different format.
canonical_smiles	CHX counter	Pf growth 48h	FBPA Giardia inh	Shiga toxin inh	Pf growth 96h	Sm TGR block
COc1ccc(CCNC2=C(Cl)C(=O)N(CCc3ccccc3)C2=O)cc1OC	12	/	-8%	7	?	-13%
Cc1nn(C(=O)c2cccc([N+](=O)[O-])c2)c(C)c1Sc1ccccc1	-3	4%	-1%	-14	11%	7%
CSCC(C)N1CCC(n2nccc2NC(=O)CCc2ccccc2)CC1 (stereo unspecified)	1	14%	-4%	-10	-15%	4%

# Continuation:
SMILES,CHX counter,Pf growth 48h,FBPA Giardia inh,Shiga toxin inh,Pf growth 96h,Sm TGR block
Cc1ccc(Cl)cc1NC(=O)CN1C(=O)COc2ccc(S(=O)(=O)N3CCOCC3)cc21,12,5%,-3%,-3,?,10%&-2%
CC1(CCc2ccccc2)NC(=O)N(CC(=O)Nc2ccccc2)C1=O (stereo unspecified),16*,30%[activator],5%,36,88%[activator],16%
Cc1ccc(-c2c[n+](CC(=O)c3ccc(Br)cc3)c3n2CCCCC3)cc1,10,5.2µM*,5%,28,-18%,-10%
O=C1Nc2ccccc2OC1CC(=O)N1CCOCC1 (stereo unspecified),-2,/,1%,-5,172%[activator],0%
COc1ccc(C(=O)NCc2nnc(SCC(=O)Nc3ccccc3OC)o2)cc1,5,5%,/,-6,1%,-6%
O=C(NCc1cccs1)C1CCC(CNS(=O)(=O)c2cccs2)CC1 (stereo unspecified),-3,/,-2%,-14,66%[activator],0%
CC1CCCC(C)N1C(=O)CSc1nnc(COc2cccc3cccnc23)o1 (stereo unspecified),-2,10%,7%,-1,20%,-7%
O=C(CSc1nc2ccccc2c(=O)n1-c1ccccc1)NCC1CCCO1 (stereo unspecified),-5,?,4%,-6,49%[activator],-6%
Cc1c(/C=C2\NC(=O)NC2=O)c2ccccc2n1C,-3,-12%,-4%,/,?,-7%
COc1ccc(N(C)S(=O)(=O)c2cccc(C(=O)OCC(=O)NCc3ccccc3OC)c2)cc1,2,?,0%,12,40%[activator],12%
COc1ccc(OC)c(C2NC(=O)N(C)C(C)=C2C(=O)OCc2ccccc2)c1 (stereo unspecified),-1,?,3%,/,-19%,5%
Cc1cc(N2CCCCC2)nc2ccc(NC(=O)CCC(=O)NCCC(C)C)cc12,35*,/,-2%,49*,?,-18%
Cc1ccc(C(=O)N/C(=C/c2ccc(-c3cccc([N+](=O)[O-])c3)o2)C(=O)NCCCN(C)C)cc1,-1,?,-21%,-17,29%,/
CCOC(=O)c1c(C2COc3ccccc3O2)csc1NC(=O)c1ccccc1 (stereo unspecified),11,/,7%,-7,-10%,-4%
Clc1ccccc1/C=N/Nc1cc(N2CCOCC2)ncn1,32,121%[activator],-3%,33,8.3µM*,0%
COc1cc(CNC(C)(C)CO)ccc1OCC(=O)NC(C)(C)C,-1,-2%,2%,19,7%,-1%
CC(C)N(C(=O)Nc1ccc2nccnc2c1)C(C)C,25,121%[activator],3.5µM*,41,81%[activator],2%
CCN(Cc1ccncc1)C(=O)Cc1cccs1,-3,0%,2%,12,-25%,2%
CS(=O)(=O)N(CC(=O)NCCc1ccccc1)C1CCCCC1,-1,15%,6%,-14,/,0%
COc1ccc(S(=O)(=O)N(CC(=O)N2CCN(c3ccccc3)CC2)c2ccccc2)cc1,1,/,3%,6,?,3%

# Molecules from the list above with a halogen, in the order listed:
SMILES,CHX counter,Pf growth 48h,FBPA Giardia inh,Shiga toxin inh,Pf growth 96h,Sm TGR block
CCN(CCNC(=O)CN1CCN(Cc2ccc(Cl)cc2)C1=O)c1ccccc1,-3,/,-5%,-2,?,-11%
COc1ccc(CCNC2=C(Cl)C(=O)N(CCc3ccccc3)C2=O)cc1OC,12,/,-8%,7,?,-13%
O=C(O)CCNS(=O)(=O)c1ccccc1C(F)(F)F,-3,-5%,6%,24,20%,5%
Cc1ccc(Cl)cc1NC(=O)CN1C(=O)COc2ccc(S(=O)(=O)N3CCOCC3)cc21,12,5%,-3%,-3,?,10%&-2%
Cc1ccc(-c2c[n+](CC(=O)c3ccc(Br)cc3)c3n2CCCCC3)cc1,10,5.2µM*,5%,28,-18%,-10%
Clc1ccccc1/C=N/Nc1cc(N2CCOCC2)ncn1,32,121%[activator],-3%,33,8.3µM*,0%

# Going on with the list:
SMILES,CHX counter,Pf growth 48h,FBPA Giardia inh,Shiga toxin inh,Pf growth 96h,Sm TGR block
COc1cc(CC(=O)NCc2ccco2)cc(OC)c1OC,-1,/,4%,-4,-1%,-2%
Cc1cn2c(=O)c(C(=O)N3CCN(c4ccccc4Cl)CC3)cnc2s1,/,46%[activator],/,/,23%,-4%
COCCN1Cc2cccc(C(=O)Nc3cc(C)cc(C)c3)c2C1=O,1,-12%,5%,-3,5%,4%
CC(C)CC(CCc1ccccc1)OS(N)(=O)=O (stereo unspecified),3,0%,4%,7,30%,-10%
Cc1ccc(S(=O)(=O)Nc2ccccc2N2CCOCC2)cc1,-5,87%[activator],/,8,-1%,-4%
CCN(CC)c1ccc(NC(=O)CN2CCN(CC(=O)Nc3ccccc3F)CC2)cc1,-2,12µM*,-10%,-5,28%,-21%
CC(C)(C)c1cc(C(=O)N/N=C/c2ccccn2)n[nH]1,21*,2%,16µM*,53*,-6%,1%
O=C(O)/C=C/c1ccc(S(=O)(=O)NCc2cccnc2)cc1,-3,0%,-1%,-3,48%[activator],-4%
O=C(N/N=C/c1ccc(N2CCOCC2)cc1)c1ccc(NS(=O)(=O)c2cccs2)cc1,8,10%,-2%,13,48%[5.75 µM],0%
Cc1ccc(C(C)C)c(OCC(=O)Nc2ccc(Cl)cn2)c1,-1,?,-1%,-5,21%,7%
NC(N)=Nc1nc(-c2ccccc2)c2cc(F)ccc2n1,5,?,3%,43,3%,3%
COC(=O)c1ccc(OC(=O)N2CCOCC2)cc1,-2,41%[activator],1%,/,3%,3%
CCOc1cccc(C2C(C(=O)c3ccc(C)o3)=C(O)C(=O)N2c2nccs2)c1 (stereo unspecified),4,55%[activator],?,-5,?,-3%
Cc1nnc(NC(=O)NCN2C(=O)C3C4C=CC(C4)C3C2=O)s1 (stereo unspecified),-3,?,0%,1,3.7µM*,11%
CN(C)S(=O)(=O)c1ccc(N2CCN(S(=O)(=O)c3ccc(F)cc3)CC2)c(Cl)c1,2,7.4µM*,9%,1,8.3µM*,8%
O=C(c1ccc(Br)cc1)c1cc2ccc(O)cc2oc1=O,10,21%,1%,25,8%,35µM*
Cc1ccc(CS(=O)(=O)CCC(=O)NCc2ccccc2Cl)cc1,2,0%,13%,-2,10%,-3%
CC1CN(c2nc(-c3ccccc3)nnc2-c2ccccc2)CC(C)O1 (stereo unspecified),-5,?,-1%,-28,0.83µM*,0%
O=C(N[C@@H](Cc1ccccc1)C(=O)O)c1ccncc1,-1,8%,3%,-16,12%,-33%
CN(c1ncc(C(F)(F)F)cc1Cl)n1cc(C(=O)O)c2ccccc2c1=O,-1,/,12%,-7,-15%,-2%

# Continued, overlapping the part above by two compounds.
SMILES,CHX counter,Pf growth 48h,FBPA Giardia inh,Shiga toxin inh,Pf growth 96h,Sm TGR block
O=C(N[C@@H](Cc1ccccc1)C(=O)O)c1ccncc1,-1,8%,3%,-16,12%,-33%
CN(c1ncc(C(F)(F)F)cc1Cl)n1cc(C(=O)O)c2ccccc2c1=O,-1,/,12%,-7,-15%,-2%
CC(C)(C)c1cc(NCCCn2ccnc2)n2ncc(-c3ccccc3)c2n1,37*,?,0%,67*,?,17%
Cc1cc(N2CCN(c3nc4ccccc4s3)CC2)n2ncnc2n1,8,?,2%,-4,-14%,0%
Nc1c(N(Cc2ccco2)C(=O)c2ccccc2F)c(=O)[nH]c(=O)n1Cc1ccccc1,/,?,/,/,-1%,-9%
CCOc1ccc(CNS(=O)(=O)c2ccc3c(c2)CC(=O)N3C)cc1,-3,4%,/,6,?,-1%
CN(C)c1ccnc2sc3c(=O)n(Cc4ccccc4)cnc3c12,-5,2%,0%,-12,8%,-20%
CCC1SC(CC)C(=O)N(CC(=O)NC2CCCCC2)C1=O (stereo unspecified),10,-19%,1%,-14,49%[activator],0%
